ELG1 DNA repair: blocks ELG1-dependent DNA repair in HEK293T cells. HEK293T ELG1-luciferase reporter, luminescence, 16 h; DNA damage induced by 5-fluorouridine. Potency, µM (titrated, usually from 46.1 µM), without a hit: at the highest dose activity change, negative = inhibition, most hits filed as inhibitors. 330,000 tested, 2.3% active. AID 504467; further: potency means the concentration at half of the fitted maximal effect; on the % scale 0 is the no-effect control and ±100 the full control effect; nearly all actives have a fitted effect of over 55% in size
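5-Fluorouridine DNA damage + compound/DMSO, 2,000 cells/well, 16 h, 37 °C/5% CO2. ONE-Glo, 30 min RT, luminescence. Readout = decrease in reporter signal.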
USP2a block: USP2a (human) protease inhibition; USP2 core, Ub-CHOP2 coupled fluorogenic reporter, 485/531; Potency, µM (titrated, usually from 38.3 µM), inactives show at the top dose activity change, negative = inhibition, actives largely listed as inhibitors; 330,000 tested, 0.01% active;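 further: potency means the concentration at half of the fitted maximal effect; plate controls were DMSO wells for no effect and full inhibition by NEM control for full effect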
Target sequence (O75604 whole entry, looked up): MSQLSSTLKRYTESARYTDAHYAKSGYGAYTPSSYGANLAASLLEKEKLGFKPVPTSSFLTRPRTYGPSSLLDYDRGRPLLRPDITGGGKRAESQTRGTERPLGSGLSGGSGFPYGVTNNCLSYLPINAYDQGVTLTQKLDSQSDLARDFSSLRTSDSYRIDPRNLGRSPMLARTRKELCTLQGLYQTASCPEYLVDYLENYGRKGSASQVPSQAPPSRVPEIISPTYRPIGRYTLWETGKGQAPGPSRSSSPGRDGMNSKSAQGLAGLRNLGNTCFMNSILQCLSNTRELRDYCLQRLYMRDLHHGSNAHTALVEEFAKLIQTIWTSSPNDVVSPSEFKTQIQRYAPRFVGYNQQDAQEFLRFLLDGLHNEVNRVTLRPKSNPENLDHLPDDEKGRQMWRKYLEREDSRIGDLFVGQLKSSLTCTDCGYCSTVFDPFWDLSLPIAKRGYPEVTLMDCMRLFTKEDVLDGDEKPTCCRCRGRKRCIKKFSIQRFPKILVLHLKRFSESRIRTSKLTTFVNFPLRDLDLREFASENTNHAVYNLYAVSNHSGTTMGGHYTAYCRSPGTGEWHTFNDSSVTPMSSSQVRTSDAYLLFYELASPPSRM
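Cell-free coupled assay: 10nM USP2 core preincubated 30min RT with compound in Tris-HCl pH 8.0/CaCl2/CHAPS buffer, then 25nM Ub-CHOP2 and 25nM reporter substrate; fluorescence (Ex 485/Em 531) read after 60min RT, normalized to NEM inhibition, concentration-response curves fitted.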
Eya2 inh: inhibitors of human Eya2 phosphatase activity. recombinant Eya2, OMFP fluorescence dephosphorylation (OMFP is methylfluorescein phosphate). AID 488837. 330,000 tested, 0.006% active. Potency, µM (top dose mostly 76.9 µM), inactives show top-dose activity, negative = inhibition, most hits filed as inhibitors; further: potency means the concentration at half of the fitted maximal effect; on the % scale 0 is the no-effect control and ±100 the full control effect
Target sequence (O00167 whole entry, looked up): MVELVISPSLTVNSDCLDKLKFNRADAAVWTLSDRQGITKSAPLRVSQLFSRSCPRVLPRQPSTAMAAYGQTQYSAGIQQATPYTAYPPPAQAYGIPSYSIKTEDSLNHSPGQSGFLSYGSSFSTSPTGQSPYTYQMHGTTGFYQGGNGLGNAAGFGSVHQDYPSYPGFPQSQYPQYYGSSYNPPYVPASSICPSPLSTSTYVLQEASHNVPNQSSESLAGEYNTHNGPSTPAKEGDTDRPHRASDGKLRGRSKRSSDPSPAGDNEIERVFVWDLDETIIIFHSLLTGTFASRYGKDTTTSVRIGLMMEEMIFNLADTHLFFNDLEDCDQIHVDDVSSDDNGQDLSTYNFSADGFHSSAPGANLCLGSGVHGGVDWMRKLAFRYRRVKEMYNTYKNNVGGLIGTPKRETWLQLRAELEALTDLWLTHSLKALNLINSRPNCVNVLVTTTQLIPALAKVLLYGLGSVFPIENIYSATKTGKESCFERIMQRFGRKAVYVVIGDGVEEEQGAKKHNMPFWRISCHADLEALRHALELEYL
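Eya2 protein (added as 0.2 uM solution) was preincubated with compound for 10 min at ambient temperature in 50 mM HEPES pH 7.5, 50 mM NaCl, 5 uM MgCl2, 0.05% BSA, 1 mM DTT. OMFP (added at 50 uM) then reacted 10 min; fluorescence read at 485/525 nm.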
TCR activator: activates T cell receptor signaling; Potency, µM (top dose mostly 9.22 µM), for inactives: top-dose activation of IL-2 secretion, usual class: activators; AID 504894; primary human leukocytes, anti-CD3, IL-2 HTRF, 48 h; 330,000 tested, under 10 active; further: % of control where 0% means no effect
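HTRF read-out of IL-2 secretion: europium cryptate donor excited at 320nm, d2 acceptor emission at 665nm. Cells were primary human leukocytes incubated 48 hr with compounds and a-CD3 beads, supplying TCR signal only.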
KCNH2 WT inh: blocks the wildtype human KCNH2 potassium channel | Q12809 | U2OS, BacMam KCNH2, thallium flux FluxOr; stronger effect = lower value | activity change, % at 1.84 µM | 340,000 tested, 0.37% active | AID 720551;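 active means maximum activity change below -70%; inconclusive means maximum activity change between -70% and -50%; inactive means maximum activity change above -50%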; further: on the % scale 0 is the no-effect control and ±100 the full control effect
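U2OS cells transduced with wild-type KCNH2 virus are loaded with FluxOr dye for 45 min, and thallium flux is measured in kinetic reads before and after stimulation buffer. Rate constants are normalized to DMSO controls.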
KCNH2 3.1 inh: inhibitors of human KCNH2 3.1 potassium channel isoform | U2OS KCNH2 3.1, thallium flux FluxOr; stronger effect = lower value | activity change, % (tested at about 1.8 µM) | 340,000 tested, 0.95% active;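 active means maximum activity change below -70%; inconclusive means maximum activity change from -70% to -50%; inactive means maximum activity change above -50%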;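 further: thallium influx rate constant from kinetic fluorescence after stimulation buffer; on the % scale 0 is the no-effect control and ±100 the full control effect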
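U2OS cells transduced with KCNH2 3.1 mutant virus (1.77 x 10^8 /mL, 4 h), plated overnight at 37 C, loaded 45 min with FluxOr dye plus Red40 quencher. Thallium flux rate constant from kinetic reads after stimulation buffer, normalised to controls.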
Mito fusion act: inhibitors of mitochondrial division or activators of mitochondrial fusion. S. cerevisiae fusion-defective mutant growth rescue, CellTiterGlo 48 h. Potency, µM (doses to about 46.1 µM), for the others: top-dose growth rescue (activation), most hits filed as activators. 320,000 tested, 0.23% active. AID 485298;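 further: potency means the concentration at half of the fitted maximal effect; % of control where 0% means no effect; nearly all actives have a fitted effect of over 45% in size; temperature-sensitive fusion mutants such as fzo1-1 at 37 °C on non-fermentable ethanol glycerol medium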
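Read-out: ATP-based luminescence (CellTiterGlo, 10 min ambient) reporting growth of fusion-defective ts yeast after 48 hours at 37C on glycerol/ethanol YPEG medium in the presence of compound.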
TRPV1 agonist: human TRPV1 agonism; Q8NER1; TRPV1-expressing cells, Fluo-8 calcium influx, agonist mode; activation, % at 8.33 µM; 320,000 tested, 0.19% active; AID 540275; in the data active means activation above about 80%; inconclusive means between about 30% and that limit; further: 0% is about no effect
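Cells expressing TRPV1 were dye-loaded with Fluo-8 and read kinetically: 10 s baseline, 3 min after compound (agonist portion), then 2 min after EC20 capsaicin (allosteric enhancer portion). Calcium-bound dye fluorescence at 480/520 nm.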
TSHR antag: blocks TSH signaling through the human TSH receptor. TSHR-expressing cells, TSH-stimulated cAMP HTRF, 2 h; stronger effect = lower value. activity change, negative = inhibition, % at 11.5 µM. 330,000 tested, 0.2% active. AID 504810;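 active means activity change below a set negative limit, meaning inhibition stronger than a set level, cut at about -70% in these data; inconclusive means activity change between two set negative limits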; further: on the % scale 0 is the no-effect control and ±100 the full control effect
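Antagonism was scored as loss of TSH-driven cAMP in TSHR cells, stimulated with 4nM TSH (EC80) for 2 hours at 37 deg C and detected by homogeneous HTRF competition immunoassay.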
AT treatment: potential ataxia-telangiectasia treatment | 320,000 tested, 0.19% active | […] A-T fibroblasts, KAP-1 phosphorylation AlphaLISA; neocarzinostatin DNA damage 30 min before lysis | Potency, µM (highest dose often 57.5 µM), without a hit: top-dose activation, actives largely listed as activators; further: potency means the concentration at half of the fitted maximal effect; % of control where 0% means no effect; nearly all actives have a fitted effect of over 45% in size
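hTERT-immortalized A-T patient fibroblasts ([…]), 500 cells/well in OPTI-MEM, 1% FBS, got compounds for 60 min, then NCS for 30 min at 37C. Lysates were then assayed for phospho-KAP-1 by AlphaLISA (anti-pKAP1 donor, anti-KAP1 acceptor beads), 6 hr at 25C.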
* = called active by the depositor; ? = inconclusive; / = not tested or not shown; & = joins results of further samples; [ ] = another dose, or the depositor's remark. Unless noted, the call rests on the fitted dose curve; in most records, active means well fitted curve in the direction sought with a large enough effect; inconclusive means small, poorly fitted or top-dose-only effect, or another doubt; inactive means no such curve, though single readings can be large; an effect the other way counts as inactive or inconclusive. An excerpt; the hit share may differ from the screen's.

SMILES | ELG1 DNA repair | USP2a block | Eya2 inh | TCR activator | KCNH2 WT inh | KCNH2 3.1 inh | Mito fusion act | TRPV1 agonist | TSHR antag | AT treatment
CC(c1ccccn1)N(C)C(=O)c1ccc2nc(Cc3cccc(Cl)c3)oc2c1 (centres undefined) | ? | -1% | -12% | -4% | -2 | 11 | -1% | 12 | -5 | 2%
CCOC(=O)N1CCN(C(=O)C2CCCN(S(=O)(=O)c3c(C)cc(C)cc3C)C2)CC1 (centres undefined) | ? | -1% | 15% | 2% | -2 | -1 | 3% | 15 | -3 | 2%
COC(=O)COc1c(Cl)cc(C(c2c(C)[nH][nH]c2=O)c2c(C)[nH][nH]c2=O)cc1OC | ? | 1% | 3% | 7% | 14 | 14 | 0% | 0 | -1 | 4%
CS(=O)(=O)c1ccccc1C(=O)Nc1cc(Cl)ccc1-n1cncn1 | 18% | 0% | -11% | -4% | -46 | -4 | -1% | 1 | / | 6%
O=C(NC1CCN(Cc2ccccc2)CC1)c1ccc(Oc2cc(Cl)cc(Cl)c2)o1 | ? | 1% | -9% | -6% | -43 | -84* | -3% | 2 | 1 | -4%
CCC(=O)Nc1cc(NC(=O)CSc2ncc(-c3ccc(F)cc3)n2Cc2ccco2)ccc1C | ? | -2% | 2% | -5% | -21 | 9 | 4% | 1 | 4 | 5%
O=C(O)c1ccc(NCc2ccc3c(c2)OCO3)cc1 | 15% | -1% | 0% | -1% | -1 | 5 | -2% | -2 | -2 | /
COc1ccc(-c2cn(-c3ccc(Cl)cc3)c3[n+]2CCCCC3)cc1 | 12µM* | -2% | -14% | 0% | -8 | -35 | -2% | 0 | 7 | -19%
COc1ccc(OC)c(CNCCNC(=O)c2ccco2)c1 | -3% | 4% | -30% | / | / | / | -2% | 1 | -2 | -2%
Cc1ccc(COC(=O)Cc2coc3cc(O)ccc23)cc1 | -6% | 1% | 0% | -5% | 5 | -2 | 4% | 10 | -21 | 0%
CC(=O)N1CCN(S(=O)(=O)c2cccc(C(=O)Nc3nccs3)c2)CC1 | -10% | 0% | 4% | -9% | -4 | 0 | -1% | 1 | -10 | 23%
COc1ccc(NC(=O)CN(C)S(=O)(=O)c2ccc3c(c2)CCCN3C(C)=O)cc1 | 1% | 5% | -5% | -4% | -25 | -6 | 2%&2% | 3 | -6 | 4%
CCCCN1C(=O)C(=O)N(CC(=O)N2CCN(c3ccccc3)CC2)C1=O | -3% | 2% | 2% | 7% | 6 | -19 | -1% | 1 | -2 | 0%
CCCCCCn1c(=O)c(-c2ccccc2)c(O)c2ccccc21 | 0% | -3% | 9% | 10% | 3 | -4 | ? | 6 | 10 | -2%
COc1cc(/C=C2\SC(=O)N(c3ccccc3Cl)C2=O)cc([N+](=O)[O-])c1O | -16% | -7% | -8% | 2% | -8 | 15 | -27% | -2 | ? | -5%
CCn1c(CNc2ccc(Cl)cc2)nnc1SCC(=O)OC1CCCCC1 | -27% | -2% | -7% | -1%[46.1 µM] | 38 | 2 | 18% | 3 | -11 | 3%
COc1ccc(CCNC(=O)C2CC3Cn4c(nc5cc(Cl)c(Cl)cc54)C3N2C)cc1 (centres undefined) | 1% | 0% | -9% | 3% | -252* | -13 | -7% | 0 | 1 | -9%
O=C(NCc1ccco1)c1ccc(Br)c(S(=O)(=O)N2CCCCC2)c1 | ? | -2% | 2% | 2% | -4 | -6 | -3% | 8 | -14 | -1%
O=C1NCCNC(=O)c2ccccc2OCCOc2ccccc21 | 3% | 0% | -1% | -2%[46.1 µM] | 0 | 12 | -1% | 2 | -4 | 1%
COc1ccc(OC)c([N+](=O)[O-])c1C(N)=O | 1% | 2% | 1% | 6% | 15 | -13 | 0% | 0 | 2 | -1%
COc1ccccc1N1CCN(Cc2nc(N)nc(Nc3ccc(C)cc3)n2)CC1 | ? | -1% | -8% | / | 15 | ? | -6% | 9 | 4 | 0%
COc1ccc2[nH]c(C(=O)Nc3ccc(C)c(F)c3)cc2c1 | ? | -3% | -10% | 1% | -1 | 21 | -4% | / | 9 | 10%
CCOC(=O)C1CCN(C(=O)CCc2ccccc2)CC1 | -3% | 1% | -3% | 1% | -6 | 3 | 2% | 19 | 2 | -2%
COc1ccc(C2(C(=O)Nc3ccccc3)CCOCC2)cc1 | -6% | 3% | -12% | -1%[46.1 µM] | -7 | 1 | 11% | -1 | 29 | 9%
CCc1ccccc1NC(=O)C1CCCN(c2nccc(C)n2)C1 (centres undefined) | 7% | -1% | 1% | -2% | -9 | -1 | 3% | 1 | 1 | -1%

Reprinted at random: 2 entries already listed
SMILES | ELG1 DNA repair | USP2a block | Eya2 inh | TCR activator | KCNH2 WT inh | KCNH2 3.1 inh | Mito fusion act | TRPV1 agonist | TSHR antag | AT treatment
CCOC(=O)N1CCN(C(=O)C2CCCN(S(=O)(=O)c3c(C)cc(C)cc3C)C2)CC1 (centres undefined) | ? | -1% | 15% | 2% | -2 | -1 | 3% | 15 | -3 | 2%
COc1ccc(-c2cn(-c3ccc(Cl)cc3)c3[n+]2CCCCC3)cc1 | 12µM* | -2% | -14% | 0% | -8 | -35 | -2% | 0 | 7 | -19%

Next part:
SMILES | ELG1 DNA repair | USP2a block | Eya2 inh | TCR activator | KCNH2 WT inh | KCNH2 3.1 inh | Mito fusion act | TRPV1 agonist | TSHR antag | AT treatment
O=C1Nc2ccccc2O/C1=C\c1ccccc1 | 3% | 0% | -2% | 1% | 1 | 3 | -1% | -7 | 17 | -8%
Nn1c(SCC(=O)N2CCCc3ccccc32)nnc1-c1ccc(Cl)cc1 | -20% | 1% | 2% | 5% | -6 | -4 | 3% | 19 | -4 | -5%
COc1ccc(CN(C)C(=O)C23CC4CC(CC(Cl)(C4)C2)C3)c(OC)c1OC | 26µM* | -3% | -15% | -11% | 3 | -15 | 3% | ? | -11 | 7%
CC1(C)C(=O)NCCN1C(=O)c1ccc2nc(Cc3ccccc3F)oc2c1 | 0% | 0% | 3% | 3% | -11 | 22 | 1% | 1 | -18 | 7%
COc1ccc(/C=N/NC(=O)c2ccccc2OCc2ccccc2)c(OC)c1 | ? | 1% | 11% | 1% | -5 | 10 | 3% | 29 | 9 | -1%
C=CCNC(=O)CN(c1cccc(Br)c1)S(C)(=O)=O | 1% | 0% | 10% | / | 4 | 2 | 0% | 0 | 7 | 5%
COCCNC(=O)c1cc2c(=O)n(C)c3ccccc3c2n1C | 13% | 2% | 14% | 3% | 0 | -3 | 1% | 0 | -8 | 3%
O=C(Nc1cccc(-c2ccc(N3CCCCC3)nn2)c1)C(F)(F)F | ? | 0% | -23% | -4% | -10 | -11 | -1% | -2 | 42 | 6%
O=C(Nc1cc(Cl)ccc1Cl)C1CC(=O)N(c2ccc(Br)cc2)C1 (centres undefined) | -3% | 3% | 20% | 0% | 4 | 1 | 2% | ? | 4 | -1%
N#Cc1ccc(-c2csc(NC(=O)C3CC3)n2)cc1 | 6% | 1% | 9% | 6% | -8 | -9 | 7% | / | -1 | 0%
COc1cccc(CNC(=O)C2CCCN(c3cnccn3)C2)c1 (centres undefined) | 7% | 5% | -1% | -2% | 11 | 3 | 16% | ? | 18 | -8%
O=C(NNc1ccccc1[N+](=O)[O-])Nc1ccc(F)cc1 | 0% | 2% | -28% | -4%[46.1 µM] | -1 | 3 | 0% | 3 | 0 | -10%
CC1CCN(Cc2nnnn2CCCC(=O)N(C)C2CCOC2)CC1 (centres undefined) | 1% | 2% | 12% | -5% | -5 | -7 | -2% | 2 | -7 | 4%
CCOc1cc(CN2CCN(Cc3ccc(C)o3)C(CCO)C2)ccc1OC (centres undefined) | 3% | 0% | 0% | -3% | -1 | 8 | 6% | 0 | -20 | -7%
Cc1ccccc1C(=O)Nc1c(-c2cccs2)c(=O)c2ccccc2n1C | 0% | -2% | 7% | 6% | -1 | 3 | -2% | 2 | -6 | -4%
COc1ccc(CN2C(=O)CSC2c2ccncc2)cc1 (centres undefined) | -20% | 0% | -6% | -3% | -10 | 10 | 4% | 0 | 4 | -6%
Cc1ccnc(NC(=O)CCC(=O)N(CC(=O)NC2CCCCC2)C2CCCC2)c1 | -14% | 6% | -12% | -2% | 2 | 0 | 3% | 1 | 0 | -3%
CC(C)OCCCNC(=O)c1ccc(NS(C)(=O)=O)cc1 | 9% | -2% | 12% | / | 2 | -13 | 2% | 3 | / | 0%
CCCNc1c(NC(C)=O)c(=O)oc2ccccc12 | -1% | 4% | 2% | 11%[46.1 µM] | 7 | 21 | 1% | -6 | -1 | 9%
COC(=O)c1ccc(C2Nc3ccccc3NC3=C2C(=O)CC(C)(C)C3)cc1 (centres undefined) | 19% | -1% | 4% | -3% | -4 | 25 | 1% | 1 | 1 | -3%
Brc1ccccc1OCCCn1cnc2ccccc21 | ? | 2% | 1% | 0% | -12 | 28 | 14% | 10 | -16 | -1%
NC(=NCCc1ccc(Cl)cc1)NS(=O)(=O)c1ccccc1 | 12% | 3% | -1% | -3% | 10 | -1 | 7% | 0 | -3 | 5%
